GAA850 FXN act = frataxin GAA850 promoter activation; hit rate 0.56% among 360,000; activation, % at 6 µM; HEK293 lucGAA850 FXN promoter luciferase reporter, 24 h; percent of 10 µM SAHA response;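 active = activation above the average of all compounds screened plus 3 SD, cutoff fixed separately per campaign, cut at about 7.5% in these data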;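 also: 0% = DMSO wells and 100% = 10 µM SAHA wells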
GC-A act = GC-A (human) enzyme activation; HEK293 GC-A cells, cGMP TR-FRET, EC30 ANP; 0% at EC30 ANP, 100% saturating ANP; P16066; hit rate 0.14% among 370,000; activation, % at 10 µM; in the data active = activation above about 40%
ASAP1 inh = ASAP1 ArfGAP inhibition. Q9ULH1. ASAP1-stimulated ARF1 GTP hydrolysis, GDP FP detection. inhibition, % at 16.5 µM. hit rate 0.19% among 360,000; in the data active = inhibition above about 25%;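 also: 0% = vehicle with enzyme and substrate and 100% = no enzyme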
Target sequence (Q9ULH1 325-724 limits assumed): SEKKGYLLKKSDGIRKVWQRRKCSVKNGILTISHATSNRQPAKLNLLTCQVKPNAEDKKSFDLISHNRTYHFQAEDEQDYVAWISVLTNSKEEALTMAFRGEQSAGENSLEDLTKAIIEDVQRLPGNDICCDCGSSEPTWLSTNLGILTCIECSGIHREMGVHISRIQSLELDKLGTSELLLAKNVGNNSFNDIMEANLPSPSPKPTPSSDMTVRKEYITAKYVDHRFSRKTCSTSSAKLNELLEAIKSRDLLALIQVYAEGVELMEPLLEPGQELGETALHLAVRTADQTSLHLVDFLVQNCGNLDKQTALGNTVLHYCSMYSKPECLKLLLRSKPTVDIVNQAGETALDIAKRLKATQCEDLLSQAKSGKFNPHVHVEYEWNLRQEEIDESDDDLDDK
Tn6 DDE FP = DD(E)-Tn6 binding inhibition, primary FP screen; Fibrin DD(E) TRITC-Tn6 fluorescence polarization displacement; P02675; inhibition, % at 8.3 µM; hit rate 0.21% among 370,000; AID 720509;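 active = inhibition above a per-campaign cutoff: mean of compounds within control limits plus 3 SD, cut at about 15% in these data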;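 also: 0% = median of all compound wells on the plate and 100% = blocking peptide control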
HGIII-sPLA2 inh = Inhibits HGIII-sPLA2 liposome hydrolysis, primary screen | Q9NZ20 | QFRET BODIPY PC-A2 liposome hydrolysis, fluorescence | inhibition, % at 12.2 µM | hit rate 0.56% among 370,000;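 active = inhibition above mean plus 3 SD of compounds lying within the high and low control bounds, cut at about 19% in these data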;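 also: 0% = median of test compound wells and 100% = no enzyme DMSO wells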
ADAM10 inh = ADAM10 inhibition, QFRET primary screen; O14672; recombinant ADAM10, EDANS/DABCYL FRET peptide cleavage, 3 h; inhibition, % at 7 µM; hit rate 0.62% among 370,000; AID 720582;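 active = inhibition above a per-campaign cutoff equal to the mean of compounds falling between control-based bounds plus 3 SD, cut at about 20% in these data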;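 also: 0% = DMSO wells while the 100% control is not disclosed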
GC-B act = GC-B (human) receptor activation | HEK293-GC-B cells, CNP EC30, cGMP TR-FRET; 0% at EC30 CNP, 100% saturating CNP | activation, % at 10 µM | hit rate 0.11% among 370,000 | AID 1920062;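 active = activation at 10 µM reaching about 35% in either raw or pattern-adjusted values, limit read from the data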
proKLK7 act = proKLK7 (human) activation, primary screen. hit rate 0.9% among 370,000. activation, % at 7 µM. purified proKLK7, EDANS-DABCYL substrate fluorescence; 100% is mature enzyme control, 0% vehicle;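 active = activation above the mean of all tested compounds plus 3 SD, computed per campaign excluding outliers beyond control limits, cut at about 13% in these data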
Target sequence (P49862 whole entry, looked up): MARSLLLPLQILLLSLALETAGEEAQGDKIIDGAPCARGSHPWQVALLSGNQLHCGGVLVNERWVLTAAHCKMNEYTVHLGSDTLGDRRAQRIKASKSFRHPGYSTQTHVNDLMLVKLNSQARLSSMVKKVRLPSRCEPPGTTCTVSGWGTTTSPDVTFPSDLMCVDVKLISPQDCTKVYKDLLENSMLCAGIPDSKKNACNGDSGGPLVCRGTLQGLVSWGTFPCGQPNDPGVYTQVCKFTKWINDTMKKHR
rCAG RNA binder = molecules binding r(CAG) RNA repeats. r(CAG) RNA repeat, TO-PRO-1 dye displacement fluorescence. inhibition, % at 3 µM. hit rate 1.3% among 370,000. AID 651821;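 active = inhibition above the plate cutoff, the mean of all test compounds on that plate plus 3 SD, cut at about 35% in these data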;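 also: 0% = DMSO alone and 100% = 100 µM mitoxantrone as full dye displacement; higher means more dye released from RNA so lower well fluorescence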
ARFGAP1 inh = inhibitors of rat ARFGAP1; Q62848; Arfgap1-stimulated ARF1 GTP hydrolysis, GDP FP detection; inhibition, % at 16.5 µM; hit rate 0.26% among 360,000; AID 651572;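 active = inhibition above a per-plate limit, mean inhibition of low control wells plus 3 SD, cut at about 25% in these data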;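 also: 0% = DMSO wells with enzyme and 100% = wells lacking Arfgap1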
Target sequence (Q62848 1-136 limits assumed): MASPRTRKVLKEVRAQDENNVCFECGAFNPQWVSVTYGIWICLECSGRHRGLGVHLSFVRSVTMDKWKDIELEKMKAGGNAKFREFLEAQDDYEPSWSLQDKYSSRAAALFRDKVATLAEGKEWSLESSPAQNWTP
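Assay system: Rat Arfgap1 GAP domain (His6, aa 1-136), purified enzyme | Buffer or medium: HEPES 25 mM pH 7.5, NaCl 150 mM, MgCl2, DTT | Schedule: GTP hydrolysis reaction 2 h at 25 °C | Signal: FP of antibody-bound GDP Alexa 633 tracer, ex 620/em 688 nm | Measure: Percent inhibition of Arfgap1-stimulated GTP hydrolysis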
* hit, by the source's call.

SMILES	GAA850 FXN act	GC-A act	ASAP1 inh	Tn6 DDE FP	HGIII-sPLA2 inh	ADAM10 inh	GC-B act	proKLK7 act	rCAG RNA binder	ARFGAP1 inh
O=C(CNS(=O)(=O)c1ccc(Cl)cc1)N/N=C/c1ccco1	-1.2	-1	-3	-5	0	-4	2	-0.3	2	7
COc1ccc(S(=O)(=O)NNC(=O)C23CC4CC(CC(C4)C2)C3)cc1[N+](=O)[O-]	5.6	-1	7	0	-1	-12	-4	0.0	3	14
COC(c1ccccc1)c1nnc(CCC(=O)NCc2cccc(-n3cccn3)c2)o1 (stereo not given)	1.2	1	-7	0	-6	-6	4	0.0	-3	5
Cn1nnc(NC(=O)c2ccc3ccccc3c2)n1	3.9	4	2	-1	6	-11	0	-0.1	1	-10
CCOc1ccc(S(=O)(=O)Nc2ccc(C(=O)NCc3ccncc3)cc2)cc1	2.6	0	-1	4	1	-1	-9	-0.6	5	1
COc1ccccc1C(CNC(=O)CNC(=O)c1ccccc1Cl)N1CCCC1 (stereo not given)	0.6	0	11	-21	7	-27	-9	-0.4	-2	0
CCC1CCCCN1C(=O)COc1ccc(F)cc1 (stereo not given)	1.8	1	-15	7	-3	1	0	0.8	-2	-1
CCCCCCc1ccc(N2C[C@H](CCCCC)[C@@H](CC(=O)NCc3ccccc3)C2=O)cc1	-1.9	-1	6	-4	0	-5	4	-0.4	3	1
Cc1cc([N+](=O)[O-])nn1CCC(=O)Nc1nccs1	1.2	-2	3	2	2	8	-1	0.3	2	11
Cc1ccc(-c2nc3ccccn3c2C=O)cc1	3.0	2	3	-2	-2	-10	1	0.2	-3	-2
COc1ccc(C2=NN(C(=O)COc3ncnc4ccccc34)C(c3ccco3)C2)cc1 (stereo not given)	3.2	8	0	-3	-5	2	0	-0.2	4	8
O=C(O)CCSCC(=O)Nc1c(C(=O)C2CC2)oc2ccccc12	1.5	3	4	-3	-2	1	3	0.5	3	4
Cc1cc(/C=N/NC(=O)c2c(Br)cnn2C)c(C)n1-c1cccc(Br)c1	0.7	-2	3	1	-6	2	3	-0.8	1	-4
S=C(NCCc1cccc(Cl)c1)NC1CCCCC1	1.6	-2	-14	11	-3	2	-5	0.0	-2	-8
COc1ccc(NC(=O)CC2C(=O)N(Cc3cccs3)C(=S)N2C(C)C)cc1 (stereo not given)	-0.2	-2	4	-4	-20	12	6	-0.4	5	8
COc1ccc(C2C(C(C)=O)=C(O)C(=O)N2c2ccc(F)cc2)cc1 (stereo not given)	1.9	3	-6	1	-5	1	3	-0.5	7	3
O=C(O)CC(C(=O)O)c1ccc(OCCCCOc2ccc(C(CC(=O)O)C(=O)O)cc2)cc1 (stereo not given)	0.4	0	10	3	-3	1	1	-0.9	6	12
COc1ccccc1CNC(=O)CCNC(=O)Cn1cnc2ccccc2c1=O	1.0	-4	1	-2	4	-6	-2	-0.1	-2	3
O=C(CCCCCn1c(=S)[nH]c2ccc(N3CCOCC3)cc2c1=O)NCc1ccccc1	0.5	5	13	0	12	-79	1	-2.0	3	-4
COCCNC(=O)c1onc(CSc2ccccc2)c1C(=O)O	0.7	5	-27	5	-4	3	7	-0.1	-1	-6
COc1ccc(CNC(=O)COC(=O)/C=C/c2ccco2)cc1	0.5	-2	3	1	-7	0	-1	0.5	0	-4
C/C(=N\N=c1/sc2ccccc2n1C)c1ccc(N2CCOCC2)cc1	0.4	2	-2	2	4	4	-2	-0.1	-2	5
CCCNC(=O)Cc1c(C)oc2ccccc12	2.6	10	5	0	7	-3	3	-0.2	-1	-9
CCOCCCNC(=O)c1ccc2c(c1)ncn2-c1cccc(C)c1	2.7	2	-1	-7	5	1	1	-0.5	-4	4
C/C(CC(=O)Nc1ccc(F)cc1)=N\NC(=O)Cc1csc(N)n1	-0.6	4	9	10	7	-3	2	0.1	-1	-3
COc1ccc(S(=O)(=O)N2CCCCC2)cc1NC(=O)CN(Cc1ccco1)Cc1ccco1	-1.9	3	-7	2	-6	-6	-1	-0.3	8	-1
CCOC(=O)N1CCN(C(=O)c2ccc3c(c2)NC(=O)/C(=C\c2ccc(OC)c(OC)c2)S3)CC1	-0.5	13	17	-12	-3	-3	7	-3.4	5	11
CCOc1cc(C(=O)NC(C)CCc2ccccc2)cc(OCC)c1OCC (stereo not given)	-0.4	-3	2	-7	-4	0	0	0.4	-4	-4
COc1cccc(C(=O)OCCN2CCCCC2)c1	1.1	2	0	-12	8	8	7	-0.5	1	13
CCC(CC)NC(=O)COc1ccc(OC)cc1C=O	3.0	-1	5	1	-1	-145	3	-34	-3	10
COc1ccc(CC(=O)Nc2cccc(-c3nnc(-c4cccc(C)c4)o3)c2)cc1OC	-4.8	-1	18	-8	-5	7	6	0.8	9	7
O=C(CN1CCS(=O)(=O)CC1)NNC(=O)C1CCCCC1	-3.0	0	-4	7	2	2	-1	0.1	0	11
CCCCNc1cc(=O)n(C)c(=O)n1C	3.8	2	-3	10	-6	-10	2	0.0	0	-7
CCN1C(=O)[C@H]2[C@@H](c3ccc(C)cc3)N[C@]3(CCCN(Cc4ccc(F)cc4)C3=O)[C@H]2C1=O	-1.5	4	-6	6	0	1	1	-0.2	1	10
O=C(CN1CCOCC1)Nc1ncc(Cc2cccc(Cl)c2Cl)s1	0.9	7	-1	1	-9	3	4	0.1	-4	20
COc1ccccc1-c1oc2ccccc2c1-c1ccc2cc[nH]c2c1	3.0	-2	10	7	-1	-148	-8	-18	14	26*
CC(C)n1nc(C(=O)NCCCN2CCCC2=O)c2ccccc2c1=O	-0.7	-1	9	-4	-2	4	5	-0.3	-4	25
COc1cccc(CN(C)C(=O)/C=C/c2ccc(S(=O)(=O)N3CCCCCC3)cc2)c1	2.6	-2	-5	-1	-8	1	6	0.2	-5	14
O=C(NCc1ccccc1)c1onc(CSc2ccncc2)c1C(=O)NCc1ccccc1	-1.6	0	10	-7	4	7	-7	-0.1	5	-20
CCNc1oc(-c2ccc(OC)cc2)nc1S(=O)(=O)c1ccc(Br)cc1	4.7	-2	-1	5	-1	4	-16	1.0	1	-15
COc1ccc(OC)c(S(=O)(=O)N2CCN(C34CC5CC(CC(C5)C3)C4)CC2)c1	-0.7	2	1	-6	-16	-11	-4	-0.3	3	-10
O=C(Nc1cccc(Cl)c1)N1CCSc2cc(Cl)ccc21	-2.7	-8	-3	2	-2	-5	8	0.2	0	6
O=C(CNc1ccc2ccccc2c1)N/N=C/c1ccccn1	1.9	-4	-6	0	0	-20	-3	0.1	2	14
O=C(COC(=O)c1ccccc1)Nc1ncc([N+](=O)[O-])s1	4.4	-7	-1	-5	2	-17	0	0.1	60*	-10
Cc1ccc(C(=O)Nc2ccccc2Oc2ccccc2)cc1[N+](=O)[O-]	2.1	-1	-4	-4	-4	22*	3	0.7	4	-1
Cc1cc(Cl)ccc1OCCCC(=O)N/N=C/c1cccc([N+](=O)[O-])c1	1.9	-1	7	2	-1	1	-14	-0.1	3	3
CCN1C(=O)/C(=C2\SC(=S)N(NC(=O)c3ccccc3O)C2=O)c2ccccc21	2.2	-3	-13	-3	6	-23	1	-0.5	77*	-5
CC1CCN(C(=O)c2ccc(-c3ccccc3Cl)o2)CC1	6.6	1	-16	3	-1	2	-5	0.2	-6	-5
COc1cc(C(=O)N(C(C)C)C2CCCCC2)cc(OC)c1OC	0.9	-2	3	1	5	-18	-1	0.7	-3	11
O=C(Cc1ccc(F)cc1)Nc1cccc2cccnc12	1.2	0	-10	-1	-5	1	2	-0.5	-3	-9

A draw from above in order of number of heavy atoms, highest first.
SMILES	GAA850 FXN act	GC-A act	ASAP1 inh	Tn6 DDE FP	HGIII-sPLA2 inh	ADAM10 inh	GC-B act	proKLK7 act	rCAG RNA binder	ARFGAP1 inh
CCOC(=O)N1CCN(C(=O)c2ccc3c(c2)NC(=O)/C(=C\c2ccc(OC)c(OC)c2)S3)CC1	-0.5	13	17	-12	-3	-3	7	-3.4	5	11
COc1ccc(S(=O)(=O)N2CCCCC2)cc1NC(=O)CN(Cc1ccco1)Cc1ccco1	-1.9	3	-7	2	-6	-6	-1	-0.3	8	-1
CCN1C(=O)[C@H]2[C@@H](c3ccc(C)cc3)N[C@]3(CCCN(Cc4ccc(F)cc4)C3=O)[C@H]2C1=O	-1.5	4	-6	6	0	1	1	-0.2	1	10
COc1ccc(CC(=O)Nc2cccc(-c3nnc(-c4cccc(C)c4)o3)c2)cc1OC	-4.8	-1	18	-8	-5	7	6	0.8	9	7
COc1cccc(CN(C)C(=O)/C=C/c2ccc(S(=O)(=O)N3CCCCCC3)cc2)c1	2.6	-2	-5	-1	-8	1	6	0.2	-5	14
COc1ccc(OC)c(S(=O)(=O)N2CCN(C34CC5CC(CC(C5)C3)C4)CC2)c1	-0.7	2	1	-6	-16	-11	-4	-0.3	3	-10
COc1ccc(S(=O)(=O)NNC(=O)C23CC4CC(CC(C4)C2)C3)cc1[N+](=O)[O-]	5.6	-1	7	0	-1	-12	-4	0.0	3	14
Cc1ccc(C(=O)Nc2ccccc2Oc2ccccc2)cc1[N+](=O)[O-]	2.1	-1	-4	-4	-4	22*	3	0.7	4	-1
CCOCCCNC(=O)c1ccc2c(c1)ncn2-c1cccc(C)c1	2.7	2	-1	-7	5	1	1	-0.5	-4	4
C/C(CC(=O)Nc1ccc(F)cc1)=N\NC(=O)Cc1csc(N)n1	-0.6	4	9	10	7	-3	2	0.1	-1	-3
COc1ccc(CNC(=O)COC(=O)/C=C/c2ccco2)cc1	0.5	-2	3	1	-7	0	-1	0.5	0	-4
O=C(Cc1ccc(F)cc1)Nc1cccc2cccnc12	1.2	0	-10	-1	-5	1	2	-0.5	-3	-9
CCC1CCCCN1C(=O)COc1ccc(F)cc1 (stereo not given)	1.8	1	-15	7	-3	1	0	0.8	-2	-1

(list continues)
SMILES	GAA850 FXN act	GC-A act	ASAP1 inh	Tn6 DDE FP	HGIII-sPLA2 inh	ADAM10 inh	GC-B act	proKLK7 act	rCAG RNA binder	ARFGAP1 inh
COc1ccc([N+](=O)[O-])cc1NC(=O)C(C)OC(=O)C1CCCC1 (stereo not given)	2.0	-3	-1	3	3	-2	2	0.3	-4	4
C#CCOCC1CN(c2ccccc2)C(=O)O1 (stereo not given)	0.4	1	6	0	8	-12	4	-0.7	0	-11
CC(C)(C)NC(=O)COC(=O)c1ccccc1NC(=O)c1ccco1	0.0	-4	14	-6	1	-14	-7	0.6	-5	6
CCc1cc2ccc(OC)cc2nc1SCC(=O)Nc1cc(C)on1	-0.4	-6	-5	-4	0	8	-9	1.1	-3	1

Source: PubChem
